aDG glyco act: activators of alpha-DG glycosylation, primary screen, uHTS, Pro5-aDG cells, AlphaScreen; alpha-DG glycosylation AlphaScreen (IIH6); 0% Pro5, 100% B10-LARGE cell signal; AID 624168, 2012; 0.22% of 360,000 active; activation, % at 10 µM;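 active = activation of at least 8% versus controls, or a plate z-score of at least 8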;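 also: Pro5 are CHO cells carrying HIG-tagged alpha-DG that lacks glycosylation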
HTR2A ag: mouse Htr2a agonists via beta-arrestin recruitment, primary screen, cell-based, luminescence | 0.66% of 360,000 active | AID 624169, 2012 | CHO-K1 mHTR2A beta-arrestin complementation; percent of 30 µM serotonin response | activation, % at 7.6 µM | 5-hydroxytryptamine receptor 2A (Mus musculus), P35363;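 active = activation above a run cutoff, the mean activation of all tested compounds plus 3 SD, cut at about 14% in these data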;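 also: 0% = plate median of compound wells and 100% = 30 µM serotonin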
Target sequence (P35363 whole entry, looked up): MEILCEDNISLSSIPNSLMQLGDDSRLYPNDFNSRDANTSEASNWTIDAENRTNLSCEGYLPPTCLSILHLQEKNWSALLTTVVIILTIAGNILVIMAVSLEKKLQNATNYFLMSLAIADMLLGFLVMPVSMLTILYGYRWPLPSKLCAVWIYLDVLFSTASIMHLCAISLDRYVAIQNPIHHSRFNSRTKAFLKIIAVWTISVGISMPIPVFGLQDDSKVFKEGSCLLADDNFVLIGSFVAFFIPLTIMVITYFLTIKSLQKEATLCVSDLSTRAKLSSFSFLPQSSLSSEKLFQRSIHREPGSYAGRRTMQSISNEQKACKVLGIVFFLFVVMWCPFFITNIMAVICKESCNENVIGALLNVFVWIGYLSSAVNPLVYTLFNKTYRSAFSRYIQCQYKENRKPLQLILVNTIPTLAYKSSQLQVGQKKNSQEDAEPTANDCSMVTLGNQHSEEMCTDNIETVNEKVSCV
iPSC survival up: enhancers of single-cell hiPSC survival, primary screen, ATPlite luminescence; 0.044% of 360,000 active; survival enhancement, % at 20 µM; 100% = ROCK inhibitor wells, 0% = DMSO; in the data active = survival enhancement above about 18%;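 also: cells exposed to compounds for 16 hours before the ATP read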
MC4R antagonist: MC4R antagonists of cAMP signaling, primary screen, cell-based, TR-FRET, antagonist arm of biased-ligand search; MC4R-expressing cells, MTII-stimulated cAMP, LANCE TR-FRET; inhibition, % at 6.5 µM; 0.48% of 360,000 active;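 active = inhibition above its plate's cutoff, the mean of tested wells on that plate plus 3 SD, cut at about 29% in these data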;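 also: 0% = Melanotan II alone and 100% = Melanotan II plus saturating MCL0020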
Target sequence (P32245 whole entry, looked up): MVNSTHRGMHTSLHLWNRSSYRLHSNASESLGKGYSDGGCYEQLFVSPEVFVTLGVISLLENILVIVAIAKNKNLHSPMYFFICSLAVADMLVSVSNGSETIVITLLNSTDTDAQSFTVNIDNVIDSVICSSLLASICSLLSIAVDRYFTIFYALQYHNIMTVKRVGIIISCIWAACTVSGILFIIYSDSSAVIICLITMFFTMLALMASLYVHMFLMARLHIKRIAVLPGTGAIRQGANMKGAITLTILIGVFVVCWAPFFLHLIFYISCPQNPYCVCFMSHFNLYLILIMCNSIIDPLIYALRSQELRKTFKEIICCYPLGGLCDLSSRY
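Assay system: U2OS cells stably expressing human melanocortin 4 receptor (MC4R) / Dosing: 6.5 µM / Timing: compound 30 min, challenge 1 h, detection 1 h / Measured by: Eu-cAMP/anti-cAMP TR-FRET, emission 671 nm / Replicates: singlicate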
MC4R ag barr: MC4R agonists recruiting beta-arrestin, primary screen, cell-based, luminescence, agonist arm of biased-ligand search | U2OS MC4R beta-arrestin complementation; percent of melanotan II response, DMSO zero | activation, % at 8.9 µM | 0.98% of 360,000 active | Melanocortin receptor 4 (Homo sapiens), P32245;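 active = activation above a per-plate cutoff, the mean activation of sample wells on that plate plus 3 SD, cut at about 8% in these data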
N-glyco inh: increase of ERlucT glycosylation luciferase signal, primary screen, N-linked glycosylation inhibitor project, D54 ERlucT cells, luminescence, set 2; D54 ERlucT glycosylation luciferase reporter, 24 h; percent of 100 nM tunicamycin response; reporter increase, % at 12.5 µM; 0.23% of 360,000 active; AID 588692, 2011;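 active = mean luciferase reporter signal, scaled so untreated is 0 and the glycosylation-blocking control 100, at or above a set limit in every replicate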;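 also: luciferase carries N-glycosylation sites so blocking glycosylation raises the light; 0% = median of neutral control wells and 100% = median of 100 nM tunicamycin wells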
ABCB6 inh MLPCN: ABCB6 transporter inhibitors, primary screen, K562-ABCB6 cells, flow cytometry, MLPCN library. fluorescence ratio to DMSO, % at 10 µM. K562-ABCB6 porphyrin accumulation, 1 h; hits give low values. ATP-binding cassette sub-family B member 6 (Homo sapiens), Q9NP58. AID 602162, 2011. 0.19% of 360,000 active;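 active = fluorescence ratio to DMSO below 75%, the collection mean minus 3 SD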;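 also: signal is porphyrin accumulated inside mitochondria; 100% equals median channel fluorescence of DMSO control wells; lower ratio means ABCB6 inhibition with less porphyrin fluorescence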
Granule exo inh: LAMP-1 surface exposure blockers, TALL-104 cells – cell-based, flow cytometry, MLPCN library, primary screen; TALL-104 LAMP-1 surface exposure; cells stimulated with thapsigargin and PMA; inhibition, % at 10 µM; 0.66% of 360,000 active; AID 651702, 2012;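 active = inhibition above about 55%, limit read from the data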
ABHD5 PLIN5 PPI: ABHD5-PLIN5 interaction inhibitors, primary screen, cell lysate, split luciferase complementation, luminescence. AID 602281, 2012. Perilipin-5 (Homo sapiens) + 1-acylglycerol-3-phosphate O-acyltransferase ABHD5 (Homo …. inhibition, % at 4 µM. 0.78% of 360,000 active. Split G. princeps luciferase complementation, 4 h;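 active = inhibition above the mean inhibition across every tested compound plus 3 SD, cut at about 22% in these data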;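 also: 0% = DMSO only wells and the 100% control is not disclosed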
H9c2 protect: cardioprotection against H2O2-induced cell death, primary screen, uHTS, H9c2 cells, ATPLite luminescence. H9c2 cardiomyocytes, H2O2 injury protection, 2 h. protection from H2O2 cell death, % at 20 µM. 0.63% of 360,000 active. AID 588492, 2011;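 active = compounds giving at least 50% protection of heart cells from peroxide-induced death in the single-dose screen, raw or plate-pattern-corrected value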;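 also: 0% = DMSO wells with peroxide and 100% = DMSO wells without peroxide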
The depositor's hits bear a star; . = not tested or not shown. Outcome played no part in choosing rows; about 4.5% have a hit in one of these screens.

SMILES	aDG glyco act	HTR2A ag	iPSC survival up	MC4R antagonist	MC4R ag barr	N-glyco inh	ABCB6 inh MLPCN	Granule exo inh	ABHD5 PLIN5 PPI	H9c2 protect
CCN(CC)C(=O)Cn1cc(S(=O)(=O)CC(=O)Nc2ccccc2F)c2ccccc21	0.1	0	-0.7	-6	-2.8	-1	96	10	1	8
Cc1ccc(S(=O)(=O)N2C(=O)CCC2C(N)=O)cc1 (stereo not drawn)	0.0	-3	-0.3	-2	1.8	2	97	9	-1	0
Fc1ccc(/C=N/NC(=S)Nc2cccnc2)cc1	0.3	1	0.8	20	0.6	1	93	-2	-3	-1
Cc1ccccc1C(=O)NC1CCN(C(=O)NCc2ccccc2)CC1	0.1	2	-0.9	22	2.0	-1	99	-6	-6	-2
CC1CCCN(S(=O)(=O)c2ccc3c(c2)C(C)(C)C(=O)N3C)C1 (stereo not drawn)	-0.1	1	2.8	6	1.2	1	96	0	-6	-12
NS(=O)(=O)c1ccc(NC(=O)CSc2nnc(-c3ccc(O)cc3)o2)cc1	-0.1	0	2.6	10	0.0	1	105	-12	-4	-6
Cc1ccc(S(=O)(=O)N2CCOCC2)cc1NC(=O)COc1ccc(C(=O)c2ccccc2)cc1	0.1	-2	0.0	7	-0.6	-4	100	-2	1	6
COc1cccc2cc(-c3nnc(SCC(=O)NCCc4ccccc4)n3C)oc12	-0.1	2	-2.3	10	-1.6	-1	95	0	5	8
Cc1cc(O)ccc1C1(c2ccc(O)cc2C)OC(=O)c2ccccc21	-0.1	-2	1.8	-5	-0.3	1	110	6	-1	28
O=C(NC1CCCCCC1)c1ccc[nH]c1=S	0.3	-2	0.6	5	-2.0	1	93	4	-1	4
COc1cccc(/C=C2\SC(N)=NC2=O)c1OS(=O)(=O)c1ccccc1	0.0	9	-0.9	-1	0.7	0	96	-1	3	20
Cc1ccc(SCC(=O)NCC(C)C)cc1	-0.2	-3	-0.1	-3	-0.8	0	93	1	-2	1
Cc1ccc(C)c(S(=O)(=O)NCc2ccc(C(=O)NCc3ccco3)cc2)c1	-0.3	-5	9.7	4	-0.7	-1	90	-3	1	-2
O=C(CCCSc1ccc(Cl)cc1)Nc1ccccc1O	0.0	6	-0.4	1	3.1	1	105	5	-2	-20
O=C1CCCC[C@@H](O)[C@H](O)C[C@H](c2ccccc2)O1	-0.1	1	1.2	.	.	.	98	-10	-5	.
Cc1cccc(-c2noc(CCC(=O)NCc3ccco3)n2)c1	0.0	-2	-0.6	2	-1.2	1	104	-2	-6	0
Nc1cccc(CCc2ccncc2)c1	0.0	0	0.0	7	0.0	1	98	-4	-3	-1
CCOC(=O)C1=CCCN(S(=O)(=O)c2ccc(C)cc2)C1	-0.1	3	3.4	.	.	0	98	-1	3	1
CN(CC(=O)Nc1ccc(Cl)cc1)C(=O)c1ccc(NS(=O)(=O)c2ccc3[nH]c(=O)[nH]c3c2)cc1	-0.1	-9	-0.2	-4	1.4	1	86	0	9	3
O=C(NC(Cc1ccccc1)C(=O)O)/C(=C/c1ccc([N+](=O)[O-])cc1)NC(=O)c1ccccc1Br (stereo not drawn)	-0.2	-1	-2.1	2	-0.5	0	102	-1	2	2
O=C(COC(=O)CCSc1ccc(Cl)cc1)NCc1ccc(Cl)cc1	-0.2	-1	-1.3	2	-0.6	0	105	1	-8	-2
COc1ccc(N(C(=O)c2snc(C(N)=O)c2N)C(C(=O)NC2CCCCC2)c2ccc(F)cc2)c(OC)c1 (stereo not drawn)	0.0	2	0.0	-2	1.0	-11	90	1	-12	-14
CC(=O)c1ccc(NC(=O)Nc2ncn(Cc3cccc(C)c3)n2)cc1	0.0	-6	1.8	6	-2.8	-1	93	-1	2	2
CCCCCC1C(=O)C[C@@H]2CCN3C(=O)CCC[C@H]1[C@H]23 (stereo partly drawn)	0.0	17*	1.4	3	-0.7	-1	99	-2	8	-1
Cc1cc(SCC#N)n2nc(C)c(-c3ccccc3)c2n1	0.0	-2	-1.9	-3	-0.5	-2	101	-1	1	1
COC(=O)c1cc(OC)nc2c1c(=O)n(C)c(=O)n2C	0.2	-4	-2.9	0	-0.7	2	100	-1	-1	5
CCN(CC)CCNC(=O)C(Oc1ccccc1)Oc1ccccc1	0.0	-4	-0.4	-3	-1.0	0	96	-3	-9	3
COc1cc(/C=N/NC(=O)c2ccc(Cl)cc2)ccc1OCC(=O)N1CC(C)OC(C)C1 (stereo not drawn)	0.6	3	-0.1	1	-0.1	-1	95	0	-5	22
COc1ccc(/C=C/C(=O)NC(CCSC)C(=O)O)cc1 (stereo not drawn)	-0.4	1	0.1	9	-2.6	1	95	0	5	2
CCc1nc2ccc(C(=O)NCc3ccccc3OC)cn2c1N(CCC(C)C)CCN(C)C	0.0	-3	-2.3	2	1.1	0	101	11	1	10

Part of the list above in order of length of the SMILES, falling:
SMILES	aDG glyco act	HTR2A ag	iPSC survival up	MC4R antagonist	MC4R ag barr	N-glyco inh	ABCB6 inh MLPCN	Granule exo inh	ABHD5 PLIN5 PPI	H9c2 protect
CCc1nc2ccc(C(=O)NCc3ccccc3OC)cn2c1N(CCC(C)C)CCN(C)C	0.0	-3	-2.3	2	1.1	0	101	11	1	10
CCOC(=O)C1=CCCN(S(=O)(=O)c2ccc(C)cc2)C1	-0.1	3	3.4	.	.	0	98	-1	3	1
Nc1cccc(CCc2ccncc2)c1	0.0	0	0.0	7	0.0	1	98	-4	-3	-1

Later entries:
SMILES	aDG glyco act	HTR2A ag	iPSC survival up	MC4R antagonist	MC4R ag barr	N-glyco inh	ABCB6 inh MLPCN	Granule exo inh	ABHD5 PLIN5 PPI	H9c2 protect
CC(=O)Nc1ccc(N2C(C(C)=O)=NN(c3ccccc3)C2c2cccs2)cc1 (stereo not drawn)	0.2	0	-3.2	9	-0.5	1	102	0	-6	3
NC(=O)C1(N2CCCCC2)CCN(C(=O)c2cccs2)CC1	-0.2	-3	-0.3	2	-0.1	0	91	4	-3	19
O=C(CN1C2=NCCCN2c2ccccc21)c1cccs1	0.8	-6	-2.3	-10	-0.2	-1	96	0	12	22
CC1Cc2cc(/C(O)=C3/C(=O)C(=O)N(Cc4cccnc4)C3c3cccc(O)c3)ccc2O1 (stereo not drawn)	0.0	-3	0.3	3	0.1	2	95	-3	-11	6
CCOC(=O)C1CCN(c2c(N3CCCC(C(=O)OCC)C3)c(=O)c2=O)CC1 (stereo not drawn)	-0.2	3	-0.8	-1	-0.5	1	84	8	-5	-10
CCn1cc(/C=C/C(=O)Nc2c(C)nn(Cc3ccccc3)c2C)cn1	0.0	2	1.3	12	-0.5	3	86	3	-3	-1
O=C(Nc1cccnc1Cl)c1cc(-c2ccc(Br)cc2)on1	-0.1	-1	-0.1	-1	1.0	-2	105	9	-3	-6
CN(C)c1ccc(NC(=O)N2CCOCC2)cc1	-0.4	-1	-1.6	-1	-1.6	2	91	1	-9	-10
Cc1cc(N2CCN(C(=O)c3ccoc3)CC2)n2nc(-c3ccccc3)cc2n1	0.4	-3	0.5	8	-1.3	-1	104	-1	-2	13
COc1ccc(CNC(=O)c2cc(C(C)=O)c[nH]2)cc1	0.0	-6	-0.3	6	-0.2	4	99	4	2	2
COc1ccc(OC)c(NC2c3ncccc3C(=O)N2Cc2ccco2)c1 (stereo not drawn)	-0.4	-2	5.4	-5	-1.3	0	90	-1	1	1
Cc1ccc(-c2nc(=O)[nH]c3ccccc23)cc1	-0.1	-6	-0.7	2	-0.2	2	90	2	-8	2
Cc1ccc(C(C)C)c2oc(=O)cc(-c3ccc(-c4ccc(C(F)(F)F)cc4)cc3)c12	0.3	-1	-2.8	1	-0.4	-8	104	0	1	-15
O=C(OCC(=O)N1CCC(Cc2ccccc2)CC1)c1ccccc1NCCO	0.1	2	-0.2	1	-3.0	0	97	-2	-3	-5
O=C(NC12CCC(O)C(SC1)/C2=N/O)c1ccccc1 (stereo not drawn)	-0.1	4	0.6	-4	-0.8	1	92	0	-3	11
Cc1cccc(C(=O)OCC(=O)N2CCCC2=O)c1O	1.7	-5	0.5	8	1.6	3	93	8	10	1
Cc1nnc(SCc2nc3sc4c(c3c(=O)[nH]2)CCCC4)[nH]c1=O	-0.2	2	-0.8	-5	-0.6	3	92	0	-4	-3
O=C(O)C1Cc2ccccc2CN1C(=O)CSc1nnc2ccccn12 (stereo not drawn)	-0.1	-3	0.5	-4	0.6	3	99	1	-4	4
Cc1ccc(CCC(=O)Nc2ncc(Cc3cccc(Cl)c3Cl)s2)o1	-0.2	-1	-2.1	-19	-2.0	12	100	4	-1	-5
CC1CN(C(=O)CCC(=O)N2CCN(c3ccccn3)CC2)c2ccccc2O1 (stereo not drawn)	0.1	8	0.1	6	-0.7	2	95	-8	1	3
O=C1COc2ccc(S(=O)(=O)N3CCN(c4cccc(Cl)c4)CC3)cc2N1	1.1	5	0.9	-1	9.6*	-2	95	-1	7	-2
N#Cc1c(Nc2ccc(Cl)cc2)s[nH]c1=O	0.1	3	0.4	0	-3.2	2	104	83*	13	-3
CCN(CC)C(=O)N1c2ccccc2Sc2ccccc21	0.1	-9	-0.6	4	1.9	-8	100	-2	-5	-6
COc1ccc(Cc2nnc(Nc3ccc(Cl)cc3)[nH]c2=O)cc1	0.0	-5	0.2	-7	-2.6	1	88	1	-2	-6
O=C(CSc1nc2ccccc2s1)N1c2ccccc2Sc2ccc(C(F)(F)F)cc21	-0.1	-2	-2.3	3	0.5	-4	97	3	-8	-6
Cc1cccc(C)c1NC(=O)CSc1nc2c([nH]1)c(=O)n(C)c(=O)n2C	0.0	0	-0.7	3	-0.3	0	100	-4	5	-2
COCCC(=O)N1CCC(Oc2ccc(C(=O)N3C[C@@H]4CCC[C@H]3C4)cc2)CC1	0.0	7	-0.4	-2	0.9	2	102	-1	4	-4
NS(=O)(=O)c1ccc(CCNC(=O)C2CCCN(S(=O)(=O)c3cccnc3)C2)cc1 (stereo not drawn)	-0.1	1	-0.8	9	-2.0	1	99	-3	0	-2
CC(=O)N1CCC(N2CCN(c3ccccc3F)CC2)CC1	0.1	26*	4.4	6	-1.0	2	103	0	4	-6
O=C(NC(=S)Nc1ccc(S(=O)(=O)N2CCCCC2)cc1)c1ccccc1	0.4	2	-3.6	-2	6.4	-2	89	-1	4	-16
CCn1cc([N+](=O)[O-])c(C(=O)Nc2ccn(Cc3ccccc3)n2)n1	-0.3	1	0.4	18	-0.8	0	96	-3	6	6
Cc1cccc(NC(=O)N2CCC(NC(=O)C3CCCCC3)CC2)c1	-0.1	4	1.4	6	1.5	-1	97	-16	3	-2
